Compound activity: PubChem, National Center for Advancing Translational Sciences (NCATS)
Mito fusion yeast – qHTS Assay for Small Molecule Inhibitors of Mitochondrial Division or Activators of Mitochondrial Fusion; AID 485298, 2010; S. cerevisiae fusion-defective mutant growth rescue, CellTiterGlo 48 h; hit rate 0.23% among 320,000; Potency, µM (series often up to 46.1 µM), for inactives: at the highest dose growth rescue (activation), most hits filed as activators;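 also: potency is read from the fitted curve at half-maximal effect; % of control where 0% means no effect; nearly all actives have a fitted effect of over 45% in size; temperature-sensitive fusion mutants such as fzo1-1 at 37 °C on non-fermentable ethanol glycerol medium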
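Growth-rescue viability read-out: after 48 h at the non-permissive 37C in glycerol/ethanol YPEG, yeast mitochondrial fusion mutants are measured by CellTiterGlo luminescence; compounds (23 nl pinned per well) restoring growth score as division inhibitors or fusion activators.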
Menin MLL FP TR – qHTS Assay for Inhibitors Targeting the Menin-MLL Interaction in MLL Related Leukemias: Competition With Texas Red Labeled MLL-derived Mutant Peptide; Menin + Texas Red MLL mutant peptide, fluorescence polarization; Potency, µM (series often up to 61.6 µM), inactives show at the highest dose FP activity change, negative = inhibition, hits mostly inhibitors; hit rate 0.23% among 270,000; AID 1768, 2009; active = well fitted inhibition curve with a large enough effect in the polarisation, with a control signal flat, not every such curve was filed as active; inconclusive = small, poorly fitted or top-dose-only effect, or effect the other way, or a change in a side signal; inactive = no such curve, though single readings can be large or run the other way; the % refers to the polarisation; also: potency is read from the fitted curve at half-maximal effect; % of control where 0% means no effect; many of its hits are not listed in these tables
S-ASM inh – Inhibitors of Secretory Acid Sphingomyelinase (S-ASM): qHTS; Sphingomyelin phosphodiesterase (Homo sapiens), P17405; placental ASM, HMU-PC fluorogenic substrate, 60 min; Potency, µM (top dose mostly 57.5 µM), for inactives: top-dose activity change, negative = inhibition, actives largely listed as inhibitors; hit rate 0.006% among 340,000; AID 504937, 2011; also: potency is read from the fitted curve at half-maximal effect
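Human placenta-derived ASM preincubated with compound 10 min at room temperature, then reacted with 9 uM (final) fluorogenic HMU-PC substrate for 60 min at 37 C. Stop solution raises pH to 10; fluorescence read at Ex 386/Em 447 nm.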
Eya2 inh – qHTS Assay for Inhibitors of the Phosphatase Activity of Eya2; Potency, µM (doses to about 76.9 µM), for inactives: at the highest dose activity, negative = inhibition, usual class: inhibitors; recombinant Eya2, OMFP fluorescence dephosphorylation (OMFP is methylfluorescein phosphate); Protein phosphatase EYA2 (Homo sapiens), O00167; hit rate 0.006% among 330,000; also: potency is read from the fitted curve at half-maximal effect; % is scaled to controls: 0 for no effect and ±100 for the full control effect
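Eya2 protein (added as 0.2 uM solution) was preincubated with compound for 10 min at ambient temperature in 50 mM HEPES pH 7.5, 50 mM NaCl, 5 uM MgCl2, 0.05% BSA, 1 mM DTT. OMFP (added at 50 uM) then reacted 10 min; fluorescence read at 485/525 nm.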
PKM2 activator – qHTS Assay for Activators of Human Muscle isoform 2 Pyruvate Kinase | hit rate 0.34% among 260,000 | Potency, µM (top dose mostly 57.5 µM), without a hit: at the top dose activation, hits mostly activators | Pyruvate kinase PKM (Homo sapiens), P14618 | purified PKM2, Kinase-Glo ATP luminescence, activation; response scale: 0% is enzyme alone, no compound; also: potency is read from the fitted curve at half-maximal effect; % is scaled to controls: 0 for no effect and ±100 for the full control effect; nearly all actives have a fitted effect of over 55% in size
Target sequence (P14618 whole entry, looked up, canonical isoform): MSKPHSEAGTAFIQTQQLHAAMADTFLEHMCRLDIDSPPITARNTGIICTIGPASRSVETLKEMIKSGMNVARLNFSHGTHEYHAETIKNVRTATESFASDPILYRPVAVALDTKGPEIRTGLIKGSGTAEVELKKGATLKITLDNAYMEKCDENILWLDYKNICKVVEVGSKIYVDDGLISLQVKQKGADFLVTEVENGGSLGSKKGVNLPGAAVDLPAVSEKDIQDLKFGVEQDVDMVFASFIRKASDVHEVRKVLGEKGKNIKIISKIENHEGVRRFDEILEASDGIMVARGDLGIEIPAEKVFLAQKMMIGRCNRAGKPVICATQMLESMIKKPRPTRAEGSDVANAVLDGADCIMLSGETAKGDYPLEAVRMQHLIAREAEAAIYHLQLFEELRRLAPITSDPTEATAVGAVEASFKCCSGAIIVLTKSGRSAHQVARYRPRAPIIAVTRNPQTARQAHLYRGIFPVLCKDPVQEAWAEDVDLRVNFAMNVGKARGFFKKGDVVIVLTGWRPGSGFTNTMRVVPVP
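Kinase-Glo luminescence reports ATP generated from ADP (0.1 mM) and PEP (0.5 mM) by purified hPK-M2 after 1 h at room temperature, pH 7.2 imidazole buffer; intermediate enzyme activity allows detecting inhibitors and activators.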
hERG WT inh – qHTS for Inhibitors of KCHN2 3.1: Wildtype qHTS; Voltage-gated inwardly rectifying potassium channel KCNH2 (Homo sapiens), Q12809; U2OS, BacMam KCNH2, thallium flux FluxOr; active compounds read low; activity change, % at 1.84 µM; hit rate 0.37% among 340,000; AID 720551, 2013;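 active = maximum activity change below -70%; inconclusive = maximum activity change between -70% and -50%; inactive = maximum activity change above -50%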; also: % is scaled to controls: 0 for no effect and ±100 for the full control effect
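U2OS cells transduced with wild-type KCNH2 virus are loaded with FluxOr dye for 45 min, and thallium flux is measured in kinetic reads before and after stimulation buffer. Rate constants are normalized to DMSO controls.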
GALK inhibitor – qHTS Assay for Inhibitors of Human Galactokinase (GALK) | P51570 | Purified GALK, Kinase-Glo residual ATP luminescence | Potency, µM (top dose mostly 57.5 µM), for the others: at the highest dose activity change, negative = inhibition, most hits filed as inhibitors | hit rate 0.007% among 270,000; also: potency is read from the fitted curve at half-maximal effect; % is scaled to controls: 0 for no effect and ±100 for the full control effect
Target sequence (P51570 whole entry, looked up): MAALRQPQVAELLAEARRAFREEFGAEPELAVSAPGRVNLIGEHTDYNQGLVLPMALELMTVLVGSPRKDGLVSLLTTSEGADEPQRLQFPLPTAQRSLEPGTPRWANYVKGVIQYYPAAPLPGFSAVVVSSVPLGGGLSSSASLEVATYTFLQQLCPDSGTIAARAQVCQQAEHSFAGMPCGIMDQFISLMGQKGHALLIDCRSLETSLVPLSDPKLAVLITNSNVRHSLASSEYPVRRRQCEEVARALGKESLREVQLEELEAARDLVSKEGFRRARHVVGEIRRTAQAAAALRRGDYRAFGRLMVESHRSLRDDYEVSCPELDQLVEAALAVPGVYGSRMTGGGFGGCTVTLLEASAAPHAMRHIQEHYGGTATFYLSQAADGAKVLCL
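Human GALK (5 nM) with 35 uM ATP and 100 uM galactose in 20 mM HEPES pH 8.0, 5 mM MgCl2, 60 mM NaCl, 1 mM DTT, 0.01% BSA. After 1 h at room temperature, leftover ATP was read by Kinase-Glo Plus luminescence.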
BCR signal inh – qHTS Assay to Find Inhibitors of Chronic Active B-Cell Receptor Signaling. ABC-DLBCL IkBa-CBG/CBR reporter, luminescence ratio, 4 h. Potency, µM (highest dose often 46.1 µM), for inactives: at the top dose ratio change, negative = lower green/red ratio, hits mostly inhibitors. hit rate 0.05% among 340,000. AID 493014, 2011; active = well fitted inhibition curve with a large enough effect in the signal ratio, with a control signal flat, not every such curve was filed as active; inconclusive = small, poorly fitted or top-dose-only effect, or effect the other way, or a change in a side signal; the % refers to the signal ratio;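 also: potency is read from the fitted curve at half-maximal effect; plate controls were basal doxycycline-induced cells for no effect and cells given 10 µM MG132 for full effect; MG132 reads +100%, hits lower the ratio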
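Cell line TMD8 (human ABC DLBCL), stably expressing tet-inducible CBG68-IkBa fusion and CBR; IMDM/0.5% FBS; cpd up to 46 uM; dox induction, 4 h, 37C/5% CO2; dual luminescence; green/red ratio; MG132 control.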
TSHR antagonist – Antagonists of the Thyroid Stimulating Hormone Receptor: HTS campaign. Thyrotropin receptor (Homo sapiens), P16473. TSHR-expressing cells, TSH-stimulated cAMP HTRF, 2 h; active compounds read low. activity change, negative = inhibition, % at 11.5 µM. hit rate 0.2% among 330,000;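 active = activity change below a set negative limit, meaning inhibition stronger than a set level, cut at about -70% in these data; inconclusive = activity change between two set negative limits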; also: % is scaled to controls: 0 for no effect and ±100 for the full control effect
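TSHR-expressing cells, 200/well, pre-treated with compound, then stimulated with EC80 TSH (4nM final) for 2 hours at 37 deg C. cAMP measured by competitive HTRF: anti-cAMP cryptate antibody in lysis buffer plus cAMP-d2, read after 30 minutes at room temperature.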
USP2a inh – qHTS Assay for Inhibitors of Ubiquitin-specific Protease USP2a Using CHOP2 as the Reporter; Ubiquitin carboxyl-terminal hydrolase 2 (Homo sapiens), O75604; USP2 core, Ub-CHOP2 coupled fluorogenic reporter, 485/531; Potency, µM (titrated, usually from 38.3 µM), inactives show at the highest dose activity change, negative = inhibition, actives largely listed as inhibitors; hit rate 0.01% among 330,000; AID 463254, 2010;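 also: potency is read from the fitted curve at half-maximal effect; plate controls were DMSO wells for no effect and full inhibition by NEM control for full effect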
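Deubiquitinase activity read as fluorescence (485/531 nm) after Ub-CHOP2 cleavage activates the enterokinase reporter on its substrate; USP2 core 10nM, Ub-CHOP2 and substrate 25nM each, 30min compound preincubation then 60min RT; data normalized to NEM, curves fitted.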
MBNL1-CUG inh – qHTS Assay for Inhibitors of MBNL1-poly(CUG) RNA binding | Muscleblind-like protein 1 (Homo sapiens), Q9NR56 | TR-FRET MBNL1-His/biotin-(CUG)12 binding, 665/545 ratio | Potency, µM (doses to about 57.5 µM), without a hit: top-dose activity change, negative = inhibition, actives largely listed as inhibitors | hit rate 0.036% among 280,000; active = well fitted inhibition curve with a large enough effect in the signal ratio, with a control signal flat, not every such curve was filed as active; inconclusive = small, poorly fitted or top-dose-only effect, or effect the other way, or a change in a side signal; inactive = no such curve, though single readings can be large or run the other way; the % refers to the signal ratio; also: potency is read from the fitted curve at half-maximal effect; % is scaled to controls: 0 for no effect and ±100 for the full control effect
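Compound titration spanned 92 nM–58 uM against the MBNL1-His/biotin-(CUG)12 complex. After 60 min at room temperature with 5 nM streptavidin-XL665 and 0.055 ng/ul terbium anti-His, ratiometric 665/545 nm emission (Ex 340 nm) normalized to controls.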
* marks the source's active call; other numbers are inactive results; u = inconclusive; x = no result given; & = joins results of further samples; [ ] = remark or other dose. Unless noted, calls follow the shape of the dose curve; as a rule, active = well fitted curve in the direction sought with a large enough effect; inconclusive = small, poorly fitted or top-dose-only effect, or another doubt; inactive = no such curve, though single readings can be large; an effect the other way counts as inactive or inconclusive.

SMILES	Mito fusion yeast	Menin MLL FP TR	S-ASM inh	Eya2 inh	PKM2 activator	hERG WT inh	GALK inhibitor	BCR signal inh	TSHR antagonist	USP2a inh	MBNL1-CUG inh
CC(C)(C)OC(=O)N1CCC[C@@H]1C(=O)N1CCC(C(=O)O)CC1	1%	-7%	0%	18%	-1%	2	0%	10%	-2	1%	-5%
COc1cccc(CNC(=O)COC(=O)C23CC4CC(CC(Cl)(C4)C2)C3)c1	x	x	-3%	-19%	x	-7	x	-2%	151	3%	x
CCN(CC)CCNC(=O)Cn1cnc2sc(C)c(S(=O)(=O)N3CCN(c4ccccc4OC)CC3)c2c1=O	-3%	-13%	0%	1%	-5%	-6	-3%	u	-9	0%	7%
Cn1cc([N+](=O)[O-])c(C(=O)Nc2ccc(-c3nc4ccccc4o3)cc2)n1	3%	x	-2%	u	-4%	8	0%	3%	-17	13%	18%
CC(C)(C)CN1C(=O)C(=O)NC[C@H]1Cc1cccc2ccccc12	-1%	x	3%	-1%	-5%	1	-2%	-2%	2	4%	3%
C=CCn1c(-c2cccc(S(=O)(=O)N3CCOCC3)c2)n[nH]c1=S	-4%	x	3%	-15%	x	4	x	3%	8	3%	x
NC(=O)c1ccc(NC(=O)c2ccc3c(c2)OCO3)cc1	-5%	1%	2%	19%	-1%	-30	0%	u	-10	5%	1%
CCOC(=O)c1cc2c(=O)n3ccccc3nc2n(CC(C)C)c1=NC(=O)c1c(-c2c(F)cccc2Cl)noc1C	-2%	-1%	x	5%	3%	20	5%	2%	1	3%	13%
COc1cccc(NC(=O)c2ccccc2-c2nc(-c3ccc(F)cc3)no2)c1	u	u	-9%	-7%	-7%	-15	0%	u	-6	-7%	-8%
O=C(O)COc1ccccc1-c1nc(-c2ccccc2)c(-c2ccccc2)[nH]1	-5%	u	-1%	-1%	0%[11.5 µM]	12	1%	u	-8	-2%	9%
COc1ccc(C(=O)/C=C/Nc2cccc(O)c2)cc1	-1%	u	0%	17%	-22%	0	0%	u	-4	0%	u
O=C(OCc1cc2ccccc2[nH]c1=O)c1ccc([N+](=O)[O-])cc1	0%	x	3%	-4%	2%	1	x	0%	-7	0%	12%

Looked up by compound from the list above:
SMILES	Mito fusion yeast	Menin MLL FP TR	S-ASM inh	Eya2 inh	PKM2 activator	hERG WT inh	GALK inhibitor	BCR signal inh	TSHR antagonist	USP2a inh	MBNL1-CUG inh
CCOC(=O)c1cc2c(=O)n3ccccc3nc2n(CC(C)C)c1=NC(=O)c1c(-c2c(F)cccc2Cl)noc1C	-2%	-1%	x	5%	3%	20	5%	2%	1	3%	13%
CCN(CC)CCNC(=O)Cn1cnc2sc(C)c(S(=O)(=O)N3CCN(c4ccccc4OC)CC3)c2c1=O	-3%	-13%	0%	1%	-5%	-6	-3%	u	-9	0%	7%

(more compounds)
SMILES	Mito fusion yeast	Menin MLL FP TR	S-ASM inh	Eya2 inh	PKM2 activator	hERG WT inh	GALK inhibitor	BCR signal inh	TSHR antagonist	USP2a inh	MBNL1-CUG inh
O=C(NC1(C(F)(F)F)C(=O)Nc2c1c(=O)[nH]c(=O)n2-c1ccccc1)c1cccnc1 (stereo not drawn)	2%	2%	1%	-1%	0%	-11	-1%	4%	2	1%	-2%
CC1Oc2ccccc2C(=O)N(CC(=O)c2ccc3c(c2)OCCO3)C1=O (stereo not drawn)	1%	x	-2%	6%	x	16	0%	u	-1	4%	-1%
CC1=C(C(=O)OCC2CCCO2)C(c2ccc(F)cc2)NC(=O)N1 (stereo not drawn)	-1%	7%	3%	7%	-3%	2	6%	2%	9	-2%	0%
COc1ccc(OCC(=O)NNC(=O)c2c(-c3ccccc3Cl)noc2C)cc1	-5%	x	0%	0%	7%	3	x	3%	1	4%	4%
CCCC(=O)Nc1cccc(C(=O)Nc2nccs2)c1	1%	16%	-4%	12%	0%	-14	-2%	u	3	-1%	0%
O=C(CCNS(=O)(=O)c1ccccc1)NCCCSc1ccccc1	-1%	x	4%	4%	1%	-5	-5%	3%	2	0%	-2%
c1csc(-c2nc3nc4ccccc4nc3n2Cc2ccc3c(c2)OCO3)c1	u	1%	408%[activator]	-17%	-1%	11	-3%	8%	-4	4%	15%
Cc1c(CCC(=O)N2CCC[C@H]2C(=O)O)c(=O)oc2cc3oc4c(c3cc12)CCCC4	7%	-11%	170%[activator]	1%	-12%	1	x	u	-8	-1%	-7%
COc1ccc(Nc2nc(-c3cccnc3)nc3ccccc23)cn1	12%	-10%	0%	-3%	0%	7	-2%	u	-5	u	u
COc1ccc(-n2nnnc2SCC(=O)N(C)C2CCS(=O)(=O)C2)cc1 (stereo not drawn)	x	x	2%	-10%	x	-2	x	u	8	1%	x
Brc1c(CSc2nc3ccccc3s2)nc2ncccn12	20%	-6%	18%	5%	23%	6	-2%	-9%	-5	2%	u
COC(=O)Cc1c(O)ccn(CCc2ccccc2)c1=O	0%	-15%	-1%	-4%	-2%	-13	3%	0%	0	1%	-4%
CN1CCN(CC(=O)Nc2sc3c(c2C#N)CCC(C(C)(C)C)C3)CC1 (stereo not drawn)	-28%	-4%	x	5%	6%	x	-2%	8%	3	1%	1%
CCS(=O)(=O)NCC(c1ccco1)N1CCN(c2ccccc2F)CC1 (stereo not drawn)	-2%	0%	1%	2%	-1%	-3	1%	-14%	-1	2%	-6%
Cc1cc(C)c(-n2c(SCCS(=O)(=O)c3ccc(F)cc3)n[nH]c2=O)c(C)c1	1%	x	2%	10%	0%	-8	7%	u	14	1%	x
CCc1ccc(N2CC(O)(c3cccs3)[N+]3=C2SCCC3)cc1 (stereo not drawn)	-2%	-14%	2%	2%	0%	-9	-1%	-3%	-9	3%	-2%
COC(=O)C1=C(C)N(Cc2ccccc2)C(=NCCN2CCOCC2)N[C@H]1CCc1ccccc1	0%	20%	8%	-4%&-1%	0%	-7	x	u	3&4	2%&-6%	-14%
O=C(c1ccco1)N1CCN(C(c2ccccn2)c2nnnn2C2CCCC2)CC1 (stereo not drawn)	0%	-14%	0%	6%	-3%	-5	0%	26%	5	-1%	-7%
Cn1cccc1C(=O)OCc1cc(-c2ccco2)on1	5%	x	3%	-7%	x	7	x	-4%	-17	-8%	x
CC(C)CN(C(=O)CN(C)C(=O)Cc1ccccc1Cl)c1c(N)n(CC(C)C)c(=O)[nH]c1=O	1%	x	x	-5%	-4%	-16	-2%	-8%	5	1%	-1%
Cn1c(=O)oc2cc(S(=O)(=O)NCCC(=O)NC3CCCc4ccccc43)ccc21 (stereo not drawn)	-1%	-16%	0%	2%	-6%	13	0%	-2%	-5	2%	0%
Cc1ccc(OCCC(=O)OCC(=O)Nc2ccc(Cl)cn2)cc1	-3%	5%	3%	14%	4%	1	4%	1%	-1	5%	5%

Not all compounds are listed; rates above refer to the full screens.
